SKN-1 block: C. elegans SKN-1 inhibition; C. elegans VP596 Pgst-4::GFP/RFP ratio, acrylamide-induced, 24 h; inhibition, % at 21.8 µM; actives 0.49% (n = 360,000);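 active = interference check ratio from 0.5 to 1.5 plus GFP to RFP signal ratio inhibition reaching or exceeding a fixed threshold, cut at about 30% in these data, passing the limit was not always enough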; note: some compounds called inactive have numbers as strong as hits
STEP block: blocks human striatal-enriched tyrosine phosphatase; P54829; recombinant STEP, OMFP fluorogenic substrate, fluorescence; inhibition, % at 20 µM; actives 0.25% (n = 360,000); AID 588621;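 active = inhibition at 20 µM, scaled per plate between control wells, above about 37%, limit read from the data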;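 note: 0% = DMSO with enzyme and substrate and 100% = substrate only without enzyme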
Target sequence (P54829 whole entry, looked up): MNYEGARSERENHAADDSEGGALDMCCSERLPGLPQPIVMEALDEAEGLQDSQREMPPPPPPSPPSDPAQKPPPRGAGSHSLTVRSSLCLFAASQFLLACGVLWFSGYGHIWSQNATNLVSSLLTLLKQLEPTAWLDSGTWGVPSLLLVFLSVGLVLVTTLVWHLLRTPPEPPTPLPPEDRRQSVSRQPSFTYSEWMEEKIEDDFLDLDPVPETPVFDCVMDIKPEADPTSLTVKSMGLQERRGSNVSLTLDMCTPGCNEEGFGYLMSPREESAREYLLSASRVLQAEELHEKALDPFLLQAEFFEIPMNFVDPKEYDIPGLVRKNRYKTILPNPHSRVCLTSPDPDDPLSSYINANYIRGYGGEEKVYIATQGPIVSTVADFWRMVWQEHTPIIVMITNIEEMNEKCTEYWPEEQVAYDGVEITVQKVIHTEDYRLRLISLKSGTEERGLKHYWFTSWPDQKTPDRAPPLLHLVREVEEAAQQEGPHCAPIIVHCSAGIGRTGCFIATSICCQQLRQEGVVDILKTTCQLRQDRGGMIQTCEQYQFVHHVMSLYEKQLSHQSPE
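Material: STEP (striatal-enriched tyrosine phosphatase) enzyme, cell-free | Medium: 50 mM Bis-Tris pH 6.0 with 2.5 mM DTT and 0.005% Tween 20 | Read-out: Percent inhibition scaled to no-enzyme and uninhibited-enzyme controls, plate-pattern corrected | Signal: Fluorescence read at 480 nm ex / 540 nm em | Times: 20 min reaction, room temperature, in the dark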
Scp-1 inhibitor: blocks human Scp-1 phosphatase activity | Recombinant Scp1, phosphopeptide, malachite green phosphate absorbance | inhibition, % at 20 µM | actives 0.88% (n = 340,000);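 active = inhibition above about 50% at 20 µM, limit read from the data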;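 note: plate controls were DMSO wells with enzyme for no effect and wells lacking enzyme for full effect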
Target sequence (Q9GZU7 76-261 limits assumed): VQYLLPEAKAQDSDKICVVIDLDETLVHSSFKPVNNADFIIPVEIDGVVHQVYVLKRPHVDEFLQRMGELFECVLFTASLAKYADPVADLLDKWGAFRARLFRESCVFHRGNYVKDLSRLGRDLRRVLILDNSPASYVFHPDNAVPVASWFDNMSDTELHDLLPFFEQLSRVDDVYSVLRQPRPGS
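Times: enzyme reaction 45 min at room temperature, colour 5 min, stabilisation 30 min. Material: SCP-1 catalytic fragment, aa 76-261. Medium: Acidic Tris acetate buffer with magnesium and detergent. Signal: colorimetric free-phosphate detection, absorbance 630 nm. Read-out basis: % inhibition of SCP-1 phosphate liberation. Reagent: Phosphorylated 17-residue peptide substrate.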
DNMT1 inh: blocks human DNA methyltransferase DNMT1. DNMT1 molecular beacon, Hinp1I cleavage, fluorescence. inhibition (reported as % activation of signal), % at 10 µM. actives 0.83% (n = 360,000); in the data active = inhibition above about 50%
LMPTP block: blocks human LMPTP phosphatase | P24666 | recombinant LMPTP-A, OMFP fluorogenic substrate, fluorescence intensity | inhibition, % at 20 µM | actives 0.22% (n = 360,000) | AID 651560;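 active = compounds that cut the enzyme signal by at least half of the control window in the single-dose screen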;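 note: plate controls were DMSO wells with enzyme plus substrate for no effect and substrate without enzyme for full effect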
Target sequence (P24666 whole entry, looked up): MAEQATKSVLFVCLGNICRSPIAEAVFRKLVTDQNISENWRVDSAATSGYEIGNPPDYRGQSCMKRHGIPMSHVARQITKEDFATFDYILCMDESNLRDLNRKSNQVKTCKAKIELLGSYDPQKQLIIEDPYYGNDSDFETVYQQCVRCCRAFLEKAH
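Material: LMPTP-A; amount: 0.625 nM enzyme; doses: single 20 µM dose; times: reaction 50 min, room temperature, dark; technique: fluorescence intensity of OMFP turnover product; benchmarks: no-enzyme and uninhibited controls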
Rpn11 inh: blocks the human proteasome subunit Rpn11; AID 588493; O00487; actives 0.59% (n = 360,000); calls only at 20 µM; human 26S proteasome, Ub4-pepOG fluorescence polarization; 20S core pre-blocked with epoxomicin;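 active = inhibition at 20 µM, scaled to each plate's controls, above about 33%, limit read from the data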
MT1-MMP act inh: inhibitors of human MT1-MMP activation. P50281. HT1080 RFP-PRO-GFP cells, GFP/RFP ratio fluorescence, overnight; percent of plate control window, DMSO zero. GFP/RFP ratio change, % at 20 µM. actives 0.061% (n = 360,000);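 active = GFP/RFP ratio change of at least 30% with cell ATP level not reduced by more than half and red fluorescence within 50% of control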; note: strong numbers were not always called active
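Read-out: GFP/RFP fluorescence ratio; Test system: RFP-PRO-GFP reporter HT1080 cells; Compound dosing: single-point 20 µM compound, 1% DMSO; Times: overnight compound exposure at 37 °C.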
NadD block: blocks S. aureus nicotinate mononucleotide adenylyltransferase. purified NadD enzyme, colorimetric absorbance read-out. inhibition, % at 20 µM. actives 0.78% (n = 360,000); in the data active = inhibition above about 26%; note: some compounds past the cut are filed as inactive
NRP1-CendR mod: modulators of CendR peptide binding to human neuropilin-1; FAM-RPARPAR peptide binding to NRP-1, fluorescence polarization; inhibition, % at 25 µM; actives 0.85% (n = 360,000); AID 602438;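 active = inhibition or corrected inhibition above about 18%, plus a signal ratio from 0.5 to 1.5, limit read from the data, passing the limit was not always enough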; note: strong numbers were not always called active
SUMO1 PPI mod: alters human SUMO1 binding to SIM partners. inhibition, % at 20 µM. SUMO1 binding to a labelled peptide, TR-FRET, 1 h. P63165. actives 0.33% (n = 360,000). AID 602429; in the data active = inhibition above about 37%
* = called active by the depositor; i = inactive; / = no result given.

| No. | SMILES | SKN-1 block | STEP block | Scp-1 inhibitor | DNMT1 inh | LMPTP block |
| --- | --- | --- | --- | --- | --- | --- |
| 1 | CCC1(CC)C(C#N)C(=O)NC(=O)C1C#N (stereo not given) | 4.1 | -2.4 | -2.2 | 4.4 | -1.7 |
| 2 | COc1ccc(CCNC2CCC(c3ccccc3)CC2)cc1 (stereo not given) | -3.6 | -1.6 | -1.8 | 1.2 | -1.0 |
| 3 | Cc1ccc(S(=O)(=O)N(CC(O)CN2CCCC2)c2ccccc2)cc1 (stereo not given) | 3.1 | 1.8 | -4.6 | -0.7 | -0.8 |
| 4 | COc1cc(C)c(C(C)C)cc1S(=O)(=O)NC1CC(C)(C)NC(C)(C)C1 | -9.7 | 2.3 | -7.0 | -1.2 | -2.5 |
| 5 | O=C(O)C1CCN(c2ccc(S(=O)(=O)N3CCCCC3)cc2[N+](=O)[O-])CC1 | 21.4 | 1.6 | -5.7 | -2.0 | 0.1 |
| 6 | Cc1ccccc1-c1nc(-c2ccc(Br)o2)no1 | 46.1* | -0.2 | -12.1 | 0.3 | 2.0 |
| 7 | Cc1ccc(NC(=O)C(=Cc2ccc(C(=O)O)cc2)C(=O)Nc2ccc(C)cc2C)c(C)c1 | 27.4 | 1.8 | -12.6 | 4.0 | 0.1 |
| 8 | Cc1cc(C)[n+]2[nH]c(N)c(N=Nc3ccccc3)c2n1 | 0.3 | -1.1 | -7.2 | 0.6 | -0.2 |
| 9 | CC(C)c1c(C(=O)N/N=C/c2ccsc2)nnn1-c1nonc1N | 4.1 | 2.8 | -2.3 | -1.9 | 2.7 |
| 10 | C=CCNc1oc(Cc2cccc3ccccc23)nc1C#N | 6.3 | 1.1 | -9.1 | -5.0 | 2.0 |

| No. | Rpn11 inh | MT1-MMP act inh | NadD block | NRP1-CendR mod | SUMO1 PPI mod |
| --- | --- | --- | --- | --- | --- |
| 1 | i | -0.2 | 1.2 | 2.6 | -1.9 |
| 2 | i | 2.2 | -3.8 | 1.9 | 3.7 |
| 3 | i | -2.9 | -5.7 | -7.8 | -5.3 |
| 4 | i | -1.3 | -6.8 | 11.7 | 0.9 |
| 5 | i | 0.2 | -5.5 | -5.3 | -21.9 |
| 6 | i | -2.0 | -7.1 | -6.6 | 0.5 |
| 7 | i | -0.9 | 1.6 | -64.0 | 3.5 |
| 8 | i | 2.0 | 2.3 | -5.8 | -11.3 |
| 9 | i | -1.3 | -0.7 | 5.4 | -7.1 |
| 10 | i | -2.6 | 0.4 | -8.2 | 1.1 |

The listing continues.
| No. | SMILES | SKN-1 block | STEP block | Scp-1 inhibitor | DNMT1 inh | LMPTP block |
| --- | --- | --- | --- | --- | --- | --- |
| 11 | COc1ccccc1CN1CCNC(=O)C1CC(=O)N(C)CC1CCOCC1 (stereo not given) | 2.4 | -2.0 | -2.2 | -4.7 | 0.2 |
| 12 | O=C(C[C@H]1C[C@@H]2c3cc(NC(=O)c4ccc5c(c4)OCO5)ccc3O[C@@H]2[C@H](CO)O1)NCc1cc(F)ccc1F | 6.0 | 0.6 | / | -10.6 | -1.0 |
| 13 | CCOc1ccc(C(=O)Nc2ccc(NC(=O)c3cccs3)cc2)cc1[N+](=O)[O-] | 14.1 | 1.3 | -7.4 | 26.1 | -1.0 |
| 14 | S=c1nc(-c2ccccc2Br)[nH][nH]1 | -10.5 | 0.2 | 8.2 | -0.1 | 0.0 |
| 15 | CN(C)S(=O)(=O)c1cccc(NC(=S)N/N=C/C(c2ccccc2)c2ccccc2)c1 | 7.7 | 4.7 | -4.9 | -9.9 | -1.5 |
| 16 | CC(C)(C)n1cnc2cc(NC(=O)c3ccccc3)ccc21 | 13.9 | 0.8 | -10.2 | -4.3 | 0.0 |
| 17 | Cc1cccc(NC(=S)NNC(=O)c2cccc([N+](=O)[O-])c2)c1 | 0.9 | 4.0 | -9.5 | -1.5 | -0.7 |
| 18 | Cc1cc2cc(CNC(=O)c3ccc(Br)o3)ccc2[nH]1 | 31.1 | 1.8 | -14.0 | -16.4 | 8.7 |
| 19 | CNC1=C([N+](=O)[O-])CC([N+](=O)[O-])=C(N2CCNCC2)N1C | 0.2 | 1.0 | -1.8 | -0.3 | -9.4 |
| 20 | Fc1cccc(/C=C2\CCCC3=C2NC(=S)NC3c2cccc(F)c2)c1 (stereo not given) | 2.6 | 3.7 | 6.3 | -11.6 | 2.3 |

| No. | Rpn11 inh | MT1-MMP act inh | NadD block | NRP1-CendR mod | SUMO1 PPI mod |
| --- | --- | --- | --- | --- | --- |
| 11 | i | 0.7 | 1.2 | 1.2 | -2.4 |
| 12 | i | 6.7 | 0.3 | 1.4 | 11.0 |
| 13 | i | 1.8 | 8.2 | 0.4 | 2.2 |
| 14 | i | 8.3 | 3.6 | 5.8 | -2.5 |
| 15 | i | 0.1 | 9.7 | 7.8 | 2.6 |
| 16 | i | 3.5 | -3.7 | 23.3* | 4.7 |
| 17 | i | 0.0 | 2.1 | -3.9 | -24.7 |
| 18 | i | 15.4 | 15.1 | 10.4 | -10.1 |
| 19 | i | 1.4 | -4.8 | -2.6 | -7.7 |
| 20 | i | 4.9 | 10.2 | 4.5 | -2.7 |

Brought forward from above: three compounds; new compounds follow.
| No. | SMILES | SKN-1 block | STEP block | Scp-1 inhibitor | DNMT1 inh | LMPTP block |
| --- | --- | --- | --- | --- | --- | --- |
| 18 | Cc1cc2cc(CNC(=O)c3ccc(Br)o3)ccc2[nH]1 | 31.1 | 1.8 | -14.0 | -16.4 | 8.7 |
| 19 | CNC1=C([N+](=O)[O-])CC([N+](=O)[O-])=C(N2CCNCC2)N1C | 0.2 | 1.0 | -1.8 | -0.3 | -9.4 |
| 20 | Fc1cccc(/C=C2\CCCC3=C2NC(=S)NC3c2cccc(F)c2)c1 (stereo not given) | 2.6 | 3.7 | 6.3 | -11.6 | 2.3 |
| 21 | CC(C)C(C(=O)O)N1C(=O)/C(=C/C=C/c2ccco2)SC1=S (stereo not given) | 23.6 | 92.2* | 96.8* | 84.5* | 77.6* |
| 22 | OC(COc1ccc2ccccc2c1Br)Cn1ccnc1 (stereo not given) | 3.8 | 0.5 | -0.1 | -5.6 | 0.6 |
| 23 | Cn1c(S(=O)(=O)Cc2ccc(Cl)cc2)nc2ccccc21 | -1.2 | 3.0 | -0.8 | 0.9 | 2.5 |
| 24 | O=C(NCc1cccnc1)c1cc(C(=O)NCc2cccnc2)cc([N+](=O)[O-])c1 | 4.1 | -0.9 | / | 0.8 | 0.5 |
| 25 | O=C(NCc1ccccc1)c1onc(CSc2ccc(F)c(F)c2)c1C(=O)NCc1ccccc1 | 16.6 | -1.0 | -8.6 | -0.8 | 1.2 |

| No. | Rpn11 inh | MT1-MMP act inh | NadD block | NRP1-CendR mod | SUMO1 PPI mod |
| --- | --- | --- | --- | --- | --- |
| 18 | i | 15.4 | 15.1 | 10.4 | -10.1 |
| 19 | i | 1.4 | -4.8 | -2.6 | -7.7 |
| 20 | i | 4.9 | 10.2 | 4.5 | -2.7 |
| 21 | / | 7.4 | 45.8* | -170.6 | 108.2* |
| 22 | i | -1.4 | 7.9 | 9.3 | -22.4 |
| 23 | i | -5.5 | -6.5 | -8.2 | -2.2 |
| 24 | i | -1.4 | -2.7 | 10.5 | -30.3 |
| 25 | i | 1.4 | -4.2 | 9.0 | 3.4 |

Complete entries, looked up by structure. Order of values: SKN-1 block, STEP block, Scp-1 inhibitor, DNMT1 inh, LMPTP block, Rpn11 inh, MT1-MMP act inh, NadD block, NRP1-CendR mod, SUMO1 PPI mod
OC(COc1ccc2ccccc2c1Br)Cn1ccnc1 (stereo not given) is listed with 3.8, 0.5, -0.1, -5.6, 0.6, i, -1.4, 7.9, 9.3, -22.4
CC(C)C(C(=O)O)N1C(=O)/C(=C/C=C/c2ccco2)SC1=S (stereo not given) is listed with 23.6, 92.2*, 96.8*, 84.5*, 77.6*, /, 7.4, 45.8*, -170.6, 108.2*
O=C(NCc1cccnc1)c1cc(C(=O)NCc2cccnc2)cc([N+](=O)[O-])c1 is listed with 4.1, -0.9, /, 0.8, 0.5, i, -1.4, -2.7, 10.5, -30.3
O=C(NCc1ccccc1)c1onc(CSc2ccc(F)c(F)c2)c1C(=O)NCc1ccccc1 is listed with 16.6, -1.0, -8.6, -0.8, 1.2, i, 1.4, -4.2, 9.0, 3.4

Screening data as filed in PubChem.
